PKA-R2B act = PKA-R2B complex activation | P22694+P31323 | PKA-R2B holoenzyme dissociation, Cy5-IP20 fluorescence polarization; R2B truncated from residue 108, S112A mutant; 0% DMSO only, 100% 113 µM cGMP | activation, % at 11.4 µM | 0.079% of 340,000 active;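 active = activation above a cutoff set at the mean over all compounds plus 3 SD, cut at about 18% in these data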;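 also: higher means more holoenzyme dissociation and a rise in polarization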
CAL PDZ FP-1 = inhibitors of human CAL PDZ peptide binding; 0.02% of 330,000 active; inhibition, % at 20 µM; AID 504414; Q9HD26; purified CAL PDZ, TMR-peptide fluorescence polarization, 1 h;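 active = highest replicate inhibition of at least 40%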;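 also: plate controls were DMSO neutral control wells for no effect and unlabeled competitor peptide control wells for full effect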
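Test system: tagged CAL PDZ domain / Buffer or medium: sodium phosphate/NaCl buffer pH 7.4 with TCEP, IgG, Thesit / Reagent: TMR-labelled reporter peptide T*-PRC34 bound in PDZ groove / Compound dosing: single point, 20 µM / Schedule: 1 h incubation at room temperature before polarization reading / Technique: fluorescence polarization (mP) / Benchmarks: unlabelled peptide, DMSO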
LANA DNA inh = KSHV C-LANA DNA binding inhibition; MBP-C-LANA/FAM-LBS DNA binding, fluorescence polarization; inhibition, % at 9 µM; 0.078% of 340,000 active; AID 504423;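 active = highest replicate inhibition at or above 60% at 9 µM, even if other replicates fall short; inactive = all replicates below 60% inhibition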;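 also: 0% = neutral control wells and 100% = 4 µM acridine orange control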
DAGLB inh = diacylglycerol lipase beta (human) inhibition; Q8NCG7; 0.059% of 340,000 active; HEK293T DAGLB membrane lysate, EnzChek fluorogenic substrate; AID 504411; inhibition, % at 5.17 µM; in the data active = inhibition above about 34%;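 also: 0% = enzyme with vehicle and 100% = wells lacking enzyme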
Target sequence (Q8NCG7 whole entry, looked up): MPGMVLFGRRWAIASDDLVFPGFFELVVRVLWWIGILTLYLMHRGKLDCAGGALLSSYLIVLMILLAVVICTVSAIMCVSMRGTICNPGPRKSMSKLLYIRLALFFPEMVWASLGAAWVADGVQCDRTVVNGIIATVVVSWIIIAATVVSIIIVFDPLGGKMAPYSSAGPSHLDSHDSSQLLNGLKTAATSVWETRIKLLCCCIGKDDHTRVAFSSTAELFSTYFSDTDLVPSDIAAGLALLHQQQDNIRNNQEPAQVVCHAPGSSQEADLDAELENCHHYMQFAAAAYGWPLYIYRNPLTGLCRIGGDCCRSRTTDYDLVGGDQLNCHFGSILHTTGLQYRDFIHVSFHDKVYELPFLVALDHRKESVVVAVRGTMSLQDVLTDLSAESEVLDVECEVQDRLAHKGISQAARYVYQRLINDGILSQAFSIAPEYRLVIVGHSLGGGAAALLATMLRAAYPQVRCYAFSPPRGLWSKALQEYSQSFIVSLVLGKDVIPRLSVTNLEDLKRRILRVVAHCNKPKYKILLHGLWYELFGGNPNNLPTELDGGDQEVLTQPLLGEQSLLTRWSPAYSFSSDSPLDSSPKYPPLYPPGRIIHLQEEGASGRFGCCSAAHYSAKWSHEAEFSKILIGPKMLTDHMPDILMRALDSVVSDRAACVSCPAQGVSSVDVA
CAL PDZ FP-2 = CAL PDZ (human) peptide binding inhibition; Q9HD26; purified CAL PDZ, TMR-peptide fluorescence polarization, 1 h; inhibition, % at 24.9 µM; 0.92% of 300,000 active; AID 602252;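 active = mean inhibition of at least 30% with at least half of replicates also reaching 30%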;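 also: 0% = DMSO neutral control and 100% = excess unlabeled competitor peptide PRC23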
Keap1-Nrf2 PPI = disrupts human Keap1 binding to Nrf2 peptide; Keap1 Kelch-Nrf2 peptide fluorescence polarization, 1536-well; inhibition, % at 9.4 µM; 0.15% of 340,000 active; AID 504523; in the data active = inhibition above about 12%;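 also: human Keap1 Kelch domain with fluorescein labeled Nrf2 9mer peptide probe; 0% = neutral control wells and 100% = peptide positive control; higher means more block of Keap1 binding to Nrf2 peptide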
SR-BI uptake up = activators of SR-BI mediated HDL lipid uptake; CHO ldlA[mSR-BI] cells, DiI-HDL uptake fluorescence, 3 h; 100 = double the neutral-control signal; activation, % at 12.5 µM; 0.096% of 320,000 active;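 active = mean replicate activation of at least 60% and every replicate at or above 60%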;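 also: 0% = median plate neutral-control signal and 100% = twice that signal; values of inactives mirror those of a sister screen read the other way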
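Test system: SR-BI-overexpressing, LDLR-lacking CHO cells; Also added: labelled HDL, 10 µg/mL; Measured by: bottom-read cell fluorescence after medium removal, ex 550/em 595 nm; Timing: 3 h uptake period with compound, 37 °C; Buffer or medium: F12, 0.5% BSA, 25 mM HEPES; Doses: single compound concentration, delivered by pin transfer.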
RTF Ca sens act = increases calcium sensitivity of human cardiac regulated thin filaments; IANBD-labeled TnC RTF fluorescence at EC20 calcium; 0% EC20 calcium, 100% full calcium; activation, % at 7.2 µM; 0.24% of 340,000 active; AID 493008;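 active = activation above the mean over all tested compounds plus 3 SD, cut at about 30% in these data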;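 also: rise in fluorescence read as greater calcium sensitivity of cardiac thin filaments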
Cardiac RTF inh = cardiac RTF calcium desensitization; IANBD-labeled cardiac RTF, Ca2+ fluorescence; AID 493244; 0.12% of 340,000 active; P19429+P45379; inhibition, % at 7.15 µM;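 active = inhibition above the mean inhibition of all tested compounds plus 3 SD, cut at about 17% in these data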;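 also: assay run at fixed EC70 calcium of 1.6 mM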
Rtt109 HAT inh = inhibitors of Candida albicans Rtt109/Vps75 histone acetyltransferase. AID 540336. purified Rtt109/Vps75, ThioGlo CoA-SH fluorescence, 4 h. inhibition, % at 34.9 µM. Q5AAJ8. 0.16% of 330,000 active;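 active = inhibition of at least 50% in every replicate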
Target sequence (Q5AAJ8 whole entry, looked up): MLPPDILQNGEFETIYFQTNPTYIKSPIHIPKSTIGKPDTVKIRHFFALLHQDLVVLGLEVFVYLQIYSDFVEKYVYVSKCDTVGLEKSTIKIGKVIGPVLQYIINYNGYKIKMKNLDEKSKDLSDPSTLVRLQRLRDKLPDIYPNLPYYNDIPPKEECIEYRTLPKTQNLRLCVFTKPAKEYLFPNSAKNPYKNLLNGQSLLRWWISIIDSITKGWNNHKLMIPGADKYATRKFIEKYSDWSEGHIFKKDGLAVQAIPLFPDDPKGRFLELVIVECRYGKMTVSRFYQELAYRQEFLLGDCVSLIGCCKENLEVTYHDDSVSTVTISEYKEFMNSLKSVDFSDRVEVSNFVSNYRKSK
An asterisk follows results filed as active; · = not tested or not shown; & = joins results of further samples.

SMILES	PKA-R2B act	CAL PDZ FP-1	LANA DNA inh	DAGLB inh	CAL PDZ FP-2	Keap1-Nrf2 PPI	SR-BI uptake up	RTF Ca sens act	Cardiac RTF inh	Rtt109 HAT inh
O=C(O)c1ccccc1N1C(=O)C2C3CCC(C3)C2C1=O (stereo not drawn)	-2	-0.7	-0.5	-2	-5	-3	19	-2	4	-1
CC(C)CC(=O)Nc1ccc(C(=O)NN2C(=O)c3ccccc3C2=O)cc1	-8	-1.1	-0.2	-2	-3	-6	4	2	-2	9
COc1ccccc1NC1=C(Cl)C(=O)N(c2ccccc2)C1=O	1	-1.4	0.9	0	1	0	-1	4	1	2
Cc1cc(C)nc(SCc2ccc(C(=O)N/N=C/c3ccc(C(=O)O)cc3)cc2)n1	-4	-5.7	-0.3	0	6	-3	-18	3	-15	9
Cc1cc(N)n(-c2ncnc3scc(-c4ccc(Cl)cc4)c23)n1	-5	2.1	-0.2	0	1	0	19	-3	-12	-2
CC(C)C[C@@H](CN(N=O)[C@@H](Cc1ccccc1)CN(C)N=O)N(CCc1ccccc1)N=O	0	0.9	-0.7	-5	-1	-1	10	0	-4	1
COc1ccccc1NC(=O)C(C)OC(=O)CCCc1c[nH]c2ccccc12 (stereo not drawn)	-14	-2.7	0.3	2	6	1	21	-10	-1	-14
CCCc1nc2ccccc2c(C(=O)OCC(=O)c2ccc3c(c2)NC(=O)CO3)c1CC	-1	-1.9	-0.3	-4	-1	-4	-39	2	-8	·
COc1ccc(C2/C=C\CN(Cc3ccc(N(C)C)cc3)CC(=O)N2Cc2ccc(F)cc2)cc1 (stereo not drawn)	4	-0.3	-0.1	1	-5	-2	-23	-6	-1	-1
CCCNC(=O)C1CCN(c2cc(-c3ccccc3)nc3ncnn23)CC1	-9	-2.1	-0.4	1	1	-1	-13	-2	0	-9
COc1ccc(NC(=O)c2cc(-c3cccs3)on2)cc1OC	-2	-2.5	2.2	-3	-1	-7	-44	6	-5	15
CC(=O)c1ccc(S(=O)(=O)N2CCC(c3nc4ccccc4[nH]3)CC2)cc1	-19	-0.7	0.0	-3	-2	-2	6	3	1	0
CCCCCCCCNc1ncnc2ccccc12	-1	-3.2	-1.1	-5	-1	-1	31	-11	-6	3
CCOC(=O)N1CCN(c2nc3c(C)cccn3c(=O)c2C=O)CC1	-5	-1.4	0.8	0	-5	0	-7	0	0	3
Cn1c(=O)c2sccc2n2c(CCCC(=O)Nc3ccc(F)cc3F)nnc12	1	-2.1	-0.6	-1	-3	4	2	1	5	-19

Results in Rtt109 HAT inh, CAL PDZ FP-1 and CAL PDZ FP-2, for 3 of the compounds above:
| mol | Rtt109 HAT inh | CAL PDZ FP-1 | CAL PDZ FP-2 |
| --- | --- | --- | --- |
| Cc1cc(C)nc(SCc2ccc(C(=O)N/N=C/c3ccc(C(=O)O)cc3)cc2)n1 | 9 | -5.7 | 6 |
| Cc1cc(N)n(-c2ncnc3scc(-c4ccc(Cl)cc4)c23)n1 | -2 | 2.1 | 1 |
| CC(C)C[C@@H](CN(N=O)[C@@H](Cc1ccccc1)CN(C)N=O)N(CCc1ccccc1)N=O | 1 | 0.9 | -1 |

Continuation:
SMILES	PKA-R2B act	CAL PDZ FP-1	LANA DNA inh	DAGLB inh	CAL PDZ FP-2	Keap1-Nrf2 PPI	SR-BI uptake up	RTF Ca sens act	Cardiac RTF inh	Rtt109 HAT inh
COc1cc(C(=O)OCC(=O)c2cc(C)n(C)c2C)cc(OC)c1OC	-5	-2.8	0.1	-2	3	-5	-63	-2	4	0
O=C(NNC(=O)c1ccccc1O)c1ccccc1O	-4	-4.4	1.1	3	-4	-2	-124	-3	0	-5
CCCC1(c2ccccc2)NC(=O)N(CC(=O)Nc2ccc(N3CCOCC3)cc2)C1=O (stereo not drawn)	-2	-1.9	1.5	0	4	2	·	-1	-6	2
CC(CN1CCCCC1)OC(=O)Cc1ccc(Cl)cc1 (stereo not drawn)	-11	-1.3	-0.7	2	0	4	-1	-6	0	0
CCN1CCN(c2ncc(C(=O)Nc3c(F)cc(F)cc3Br)c3ccccc23)CC1	-4	-0.6	0.8	-1	·	-4	-57	5	-2	-5
CSc1oc(-c2ccccc2)nc1C(N)=O	11	-1.3	-0.9	0	-39	-1	-1	8	-14	2
CC[C@]1(C(=O)OC)[C@H]2C(=O)N(Cc3ccccc3)C(=O)[C@H]2[C@H]2CN=C(SCc3ccc(C#N)cc3)N21	-5	-0.5	1.6	-2	-2	-2	22	-2	-5	-4
C=C(C)Cn1c(C(C)NC(=O)CCC)nc2ccccc21 (stereo not drawn)	-13	-0.3	-0.3	1	3	-6	-2	3	-8	-1
Cc1cc(NC(=O)c2ccc(Cl)cc2)cc(C)c1OCC(=O)N1CCOCC1	6	-3.4	-0.5	0	-5	4	-57	-1	-6	-3
CC(C)(C)n1nnnc1C(c1cccc(C#N)c1)N1CCCCCC1 (stereo not drawn)	-4	-1.7	-0.9	1	0	-3	10	-4	23*	7
O=C1C(Cl)=C(NCC2CCCO2)C(=O)N1C1CCCCC1 (stereo not drawn)	-11	-0.8	1.9	1	-5	2	1	11	-14	4
CN1C(=O)N(C)c2ccc(Br)c3cccc1c23	3	1.8	-0.3	2	2	0	-1	-4	-7	2
CC1CC(=O)N(CC(=O)Nc2ccc3c(c2)OCO3)c2ccccc2S1 (stereo not drawn)	6	-2.3	1.7	1	·	0	-2	1	0	27
c1nnc(NC2=NCCC2)s1	-3	-0.2	-1.2	-4	-3	0	12	4	6	-2
O=C(NN=C1CCCCCC1)c1ccc2c(c1)OCO2	10	0.2	2.7	-3	1	0	6	11	-5	7
CCOc1ccc(C=O)cc1CN1CCCCC1	6	-1.7	0.4	-1	2	-1	5	3	-7	2
COCCNc1oc(-c2ccc(Cl)cc2)nc1C#N	2	-2.2	1.7	0	0	-6	-11	4	-17	1
COc1cccc(NC(=O)COC(=O)c2c(-c3ccccc3)noc2C)c1	5	-0.4	0.8	-2	·	-3	6	-7	-2	-22
CSc1nsc(SCC(=O)NC2CCCCC2)n1	2	0.2	0.2	-2	-4	-7	-7	-1	1	16
COc1ccc(/C=C2\SC(=S)N(CCC(=O)Nc3ccccc3C(=O)O)C2=O)cc1	-3	-0.3	3.5	1	-3	1	7	3	-2	13
CCN(CC(=O)Nc1cc(S(=O)(=O)N2CCCCC2)ccc1C)Cc1ccccc1	-5	-0.1	-0.2	-1	·	-2	-41	-5	-12	7
CCc1nnc(NS(=O)(=O)c2ccc(N=Cc3c(C)[nH]n(-c4cccc(Cl)c4)c3=O)cc2)s1	-2	-2.7	1.5	3	-3	-1	17	-3	-8	1
CN1CCN(C(=O)c2c(O)c3cccc4c3n(c2=O)CC4)CC1	-11	-1.1	-0.1	-1	0	-3	·	1	-15	-3
Cc1ccccc1NC(=S)N(CCN1CCCCCC1)Cc1cccs1	3	13	-3.2	-5	-7	1	27	3	-5	0
Cc1[nH]c2ccc(-c3nnc(SCC(=O)NCc4ccco4)n3Cc3ccccc3)cc2c1C	6	-1.0	-0.1	7	2	0	-26	0	-3	0
CCc1cc(C(N)=S)ccn1	2&6	-0.6&0.5	-0.6&-0.9	1&2	-1&-1	-9&-5	20&5	1&4	7&6	-12&-1
O=C(Nc1ccc2ncccc2c1)c1ccccc1Br	-10	-3.0	0.1	0	-26	-8	214*	-5	-8	-4
CC(=O)c1c(C)[nH]c(C(=O)N2c3ccccc3CC2C)c1C (stereo not drawn)	-1	-0.8	0.3	-1	-3	1	-72	-4	-3	-4
CC(C)NC(=S)N/N=C/C1=CCC2CC1C2(C)C (stereo not drawn)	-9	-2.0	2.8	-3	-2	2	31	3	7	-5
COc1cc2cnc(-c3ccccc3)c(-c3ccc([N+](=O)[O-])cc3)c2cc1OC	-20	0.3	-1.6	-5	-4	-5	-11	-11	4	17
O=C(CCC(=O)N1CCOc2ccc(Cl)cc21)NCc1ccccc1	6	-1.5	-0.7	-1	0	0	13	2	-4	-5
Oc1ccccc1-c1cc(C(F)(F)F)nc(-c2ccccc2)n1	6	-0.1	-1.3	-5	0	4	-26	-4	0	-6
O=c1[nH]c(C2CCN(S(=O)(=O)/C=C/c3ccccc3)CC2)nc2c1nnn2Cc1ccc(F)cc1	-1	-2.5	-1.0	5	-5	2	6	8	-1	17
Cc1csc(=NC(=O)c2ccccc2)n1C	-3	-2.1	0.4	-1	-5	1	15	-2	-7	3
Cc1c(NC(=O)c2cc(-c3ccccc3)on2)c(=O)n(-c2ccccc2)n1C	-2	-2.0	-1.1	0	-1	2	-1	-3	-3	23
Cc1cc(C(F)F)nn1CC(=O)NC1CCCCCC1	-15	-1.9	-1.4	-1	1	4	-6	-6	-1	-8
O=C(NCCS(=O)(=O)N1CCN(c2cccc(Cl)c2)CC1)C1CC1	-4	-2.1	0.9	3	1	-2	-21	4	-4	0
COC(=O)c1c(-c2cccc(C)c2)csc1NC(=O)C1CCCO1 (stereo not drawn)	-1	-3.3	-3.0	-6	-1	-4	-22	6	-5	-4
NC(=S)NNC(=O)Nc1ccc(Cl)c(Cl)c1	4	-0.4	0.7	-2	-3	0	25	9	0	3
COc1ccc(Nc2nc(N)nc(CN(C)C3CCCCC3)n2)cc1	-7	-0.3	-3.5	1	0	-7	38	2	-13	-10
O=C(NCC1CCCO1)C(=O)NCC(c1ccco1)N1CCN(c2ccc(F)cc2)CC1 (stereo not drawn)	-10	-3.2	-0.4	-2	-2	1	10	-10	5	6
COc1ccc(Cl)cc1NC(=O)CN(C)C(=O)CCc1nc2ccccc2c(=O)[nH]1	-2	-0.4	0.8	-1	-2	1	-12	-5	-8	2
COC(=O)c1ccc(COc2ccc(CNCc3ccc(Cl)cc3)cc2)cc1	8	-0.6	-2.7	-18	-7	-7	·	2	-6	-21
COc1ccc(CCn2c(N3CCN(Cc4ccccc4)CC3)nc3c2c(=O)[nH]c(=O)n3C)cc1	2	·	-0.5	0	-5	-3	15	8	2	17
COc1ccc(C(=O)NC(=S)N2CCOCC2)cc1[N+](=O)[O-]	-10	-2.8	0.6	1	0	3	18	6	-10	-7
COC(=O)c1ccccc1S(=O)(=O)N1CCC(C(=O)NCCC2=CCCCC2)CC1	9	-0.8	1.0	-3	-2	6	-19	2	-7	10
CN1C(=O)N(C)C2(CC1(C)C)CC(C)(C)N(C)C(=O)N2C	2	-0.7	2.0	1	1	1	1	5	-4	5
Cc1nn(C)c(Oc2cccc(Cl)c2)c1C#N	0	-2.0	1.2	0	-1	-3	-15	2	-5	-3
Cc1ncc(CO)c(/C=N/NC(=S)Nc2ccc(Cl)c(Cl)c2)c1O	-1	-3.3	2.4	3	-4	-6	9	0	-10	-3
COc1cc(CC(=O)OCC(=O)N2CCCCC2)cc(OC)c1OC	1	-0.6	4.7	-1	-1	4	-16	-10	7	6

From PubChem BioAssay
